Assay outcomes: PubChem, several laboratories
CAL PDZ FP-1 = inhibitors of human CAL PDZ peptide binding | Q9HD26 | purified CAL PDZ, TMR-peptide fluorescence polarization, 1 h | inhibition, % at 20 µM | 330,000 tested, 0.02% active | AID 504414;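 active means highest replicate inhibition of at least 40%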;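 further: plate controls were DMSO neutral control wells for no effect and unlabeled competitor peptide control wells for full effect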
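Material: tagged CAL PDZ domain; buffer or medium: 25 mM sodium phosphate pH 7.4, 150 mM NaCl, TCEP, IgG, Thesit; compound dosing: single point, 20 µM; schedule: 1 h incubation at room temperature before polarization reading; measured by: FP readout, S and P plane fluorescence; read-out basis: percent inhibition from loss of millipolarization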
CAL PDZ FP-2 = blocks peptide binding to the human CAL PDZ domain; 300,000 tested, 0.92% active; AID 602252; inhibition, % at 24.9 µM; purified CAL PDZ, TMR-peptide fluorescence polarization, 1 h; Q9HD26;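 active means mean inhibition of at least 30% with at least half of replicates also reaching 30%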;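 further: 0% = DMSO neutral control and 100% = excess unlabeled competitor peptide PRC23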
Tat export inh = E. coli Tat transport inhibition | inhibition, % at 10 µM | E. coli MC4100 TorA-mCherry Tat export, fluorescence | 340,000 tested, 0.036% active;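 active means mean replicate inhibition at least 50% and at least half of replicates individually reaching 50%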;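 further: exported cargo escapes ClpAP degradation while cytoplasmic cargo is degraded and loses fluorescence; 0% = median of neutral control wells and 100% = median of NaSCN control wells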
SR-BI HDL uptake = inhibitors of mouse SR-BI mediated HDL lipid uptake; Q61009; ldlA[mSR-BI] CHO cells, DiI-HDL uptake fluorescence, 3 h; inhibition, % at 12.5 µM; 320,000 tested, 0.96% active;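 active means mean replicate inhibition of at least 70% and a set share of replicates each scoring 70 or more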;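 further: 0% = median of neutral control wells and 100% = median of positive control wells; values of inactives mirror those of a sister screen read the other way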
Target sequence (Q61009 whole entry, looked up): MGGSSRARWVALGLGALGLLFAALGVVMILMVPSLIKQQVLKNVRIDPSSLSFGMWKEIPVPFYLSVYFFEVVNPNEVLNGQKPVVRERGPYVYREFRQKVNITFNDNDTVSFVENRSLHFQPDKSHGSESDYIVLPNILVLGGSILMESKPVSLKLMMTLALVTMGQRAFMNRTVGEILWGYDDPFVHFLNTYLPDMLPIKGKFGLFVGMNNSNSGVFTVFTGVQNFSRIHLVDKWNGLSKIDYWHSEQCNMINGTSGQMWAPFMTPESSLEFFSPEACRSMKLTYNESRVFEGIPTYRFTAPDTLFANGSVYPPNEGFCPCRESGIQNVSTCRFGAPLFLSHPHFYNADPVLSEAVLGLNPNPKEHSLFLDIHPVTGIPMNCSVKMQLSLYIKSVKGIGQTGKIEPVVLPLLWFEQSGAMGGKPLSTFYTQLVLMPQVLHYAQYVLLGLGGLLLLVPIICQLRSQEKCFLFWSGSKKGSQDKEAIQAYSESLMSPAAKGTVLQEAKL
SR-BI DiI-HDL act = SR-BI HDL lipid transfer activation | 320,000 tested, 0.096% active | CHO ldlA[mSR-BI] cells, DiI-HDL uptake fluorescence, 3 h; 100 = double the neutral-control signal | activation, % at 12.5 µM | AID 504775;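 active means mean replicate activation of at least 60% and every replicate at or above 60%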;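 further: 0% = median plate neutral-control signal and 100% = twice that signal; values of inactives mirror those of a sister screen read the other way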
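Assay system: LDL receptor-deficient CHO ldlA cells overexpressing murine SR-BI / Medium: BSA-supplemented, HEPES-buffered Ham's F12, pH 7.4 / Probe or stimulus: DiI-labelled HDL at 10 µg/mL final / Timing: compound with DiI-HDL co-incubation, 3 h at 37 °C / Technique: bottom-read cell fluorescence after medium removal, ex 550/em 595 nm / Measure: HDL uptake via cellular fluorescence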
AddAB inh = less growth of phage-infected E. coli with AddAB; 330,000 tested, 0.29% active; inhibition, % at 11.9 µM; E. coli expressing H. pylori AddAB, absorbance growth; in the data active means inhibition above about 12%;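 further: 0% = vehicle wells of infected cells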
Wnt bcat act = activates Wnt/beta-catenin signaling in a reporter cell assay; activator, plate reader; activation, % at 9.35 µM; 300,000 tested, 1.2% active; in the data active means activation above about 30%, passing the limit was not always enough;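 further: 0% = neutral control wells and 100% = positive control wells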
phage Ecoli inh = E. coli growth loss with phage present; growth absorbance; inhibition, % at 11.9 µM; 360,000 tested, 0.26% active; AID 651602; in the data active means inhibition above about 11%
Ecoli viability = bacterial growth inhibition, counter-screen for AddAB inhibitors; inhibition, % at 11.9 µM; 330,000 tested, 0.27% active; E. coli V3065 growth, OD600 absorbance, 18 h;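 active means inhibition above the campaign's mean inhibition across all tested compounds plus 3 SD, cut at about 9.9% in these data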;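 further: uninfected addAB+ strain grown without phage in ampicillin broth; 0% = DMSO wells and 100% = ciprofloxacin 0.95 µg/ml wells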
MITF act = MITF TRPM1 promoter activation in melanoma cells. SK-MEL-5 TRPM1-promoter luciferase, 24 h; % of positive control, neutral wells = 0. activation, % at 12.5 µM. 300,000 tested, 0.75% active;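 active means mean activation of at least 80% with every replicate also reaching 80%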;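 further: 0% = neutral control wells and 100% = parthenolide positive control wells; values of inactives mirror those of a sister screen read the other way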
Starred values were filed as active, the others as inactive; . = not tested or not shown.

SMILES	CAL PDZ FP-1	CAL PDZ FP-2	Tat export inh	SR-BI HDL uptake	SR-BI DiI-HDL act	AddAB inh	Wnt bcat act	phage Ecoli inh	Ecoli viability	MITF act
O=C(CSc1nnc2ccccn12)Nc1ncc(Cl)cc1Cl	-0.8	-3	4	-2	2	2.2	.	2.1	2.8	39
CCN1CCN(c2nc3c(C)cccn3c(=O)c2/C=C(\C#N)C(=O)NCCCOC)CC1	-0.5	4	-2	-6	6	1.1	1	0.6	0.0	4
Clc1ccc(Cl)c(-c2nc(-c3ccncc3)no2)c1	-0.6	.	-6	7	-7	-2.5	8	2.1	-0.6	.
CC(=O)NCCNC(=O)c1ccc(CSc2nc3ccccc3s2)cc1	-4.2	-1	-2	25	-25	-1.8	17	-0.3	-0.2	-8
C=CCNC(=O)CSCc1ccc(Br)cc1	-1.3	-4	0	-13	13	2.4	0	2.9	-0.2	9
CCOc1ccc(-c2cc(NC(=O)Cn3ncc4c3-c3ccccc3OC4)on2)cc1OCC	-0.4	.	-1	64	-64	-0.2	2	1.4	-1.8	.
CS(=O)(=O)c1ccc(C(=O)OCC(=O)NC2CCS(=O)(=O)C2)cc1[N+](=O)[O-] (centres undefined)	-0.3	3	-8	-29	29	1.9	0	1.8	0.1	-5
CC(C)c1ccc(NC(=O)c2cc3c(=O)n(C)c4ccccc4c3n2C)cc1	-1.6	-6	-6	48	-48	5.5	-3	2.5	-0.4	12
CCOC(=O)N1CCC(NC(=O)c2cc(S(=O)(=O)N3CCCC3)cn2C)CC1	-1.1	-2	-10	19	-19	0.4	.	-0.1	-0.7	-10
Cc1ccc(S(=O)(=O)NCCCNS(=O)(=O)c2ccccc2)cc1	-0.6	.	6	5	-5	-2.1	-1	1.1	0.8	4
NC(=O)c1nc(N2CCOCC2)nc(N2CCOCC2)n1	.	-3	10	-16	16	-0.1	-2	1.6	0.4	-1
Cc1cc(C)c(-c2cc(C(F)(F)F)no2)c(=O)[nH]1	-0.1	1	-1	-38	38	1.1	-2	1.9	-0.5	5
CCOC(=O)CSc1nc(CC)nc2ccccc12	-1.0	-2	3	3	-3	0.5	2	2.6	-1.1	6
CC(C)NCC(O)COc1ccc(CCOCC2CC2)cc1 (centres undefined)	-0.8	15	-2	-6	13	-0.8	-7	4.0	-0.6	8
O=C(Cc1cccs1)N(CC1CCCO1)C1(C(=O)NC2CCCC2)CCCCC1 (centres undefined)	-0.3	8	-2	-23	23	1.4	-2	-0.1	0.4	-11
COCc1cc(=O)[nH]c(Nc2nc(C)c3ccccc3n2)n1	-0.5	0	1	-9	9	3.2	.	4.6	1.8	.
Cc1ccccc1NC(=O)C1Cc2ccccc2C(=O)O1 (centres undefined)	-1.6	-3	-2	13	-13	2.6	6	1.1	-2.9	24
CCN(CC(=O)Nc1ccc(OC)cc1)C(=O)C1CCN(C(=O)c2ccc(Cl)cc2)CC1	0.0	0	-1	19	-19	1.9	-1	-0.5	0.0	6
CCn1c(=S)sc2c(=O)n(-c3ccccc3)c(SC)nc21	-0.9	.	8	57	-57	2.1	.	1.3	0.8	8
C=CCn1c(SCCC)nc2sc3c(c2c1=O)CCc1ccccc1-3	-0.9	2	-14	25	-25	6.3	-3	6.2	0.7	2
CCOc1ccc(N/C=C/C(=O)c2ccc(OC)c(OC)c2)cc1	0.0	2	-10	52	-52	-3.4	5	-0.1	-2.6	.
OCCN1CCN(CC(O)COCc2ccc3c(c2)OCO3)CC1 (centres undefined)	-0.6	2	1	-21	21	1.7	.	2.3	-0.2	7
CC1CCCCC1NC(=O)COC(=O)c1cccn1C (centres undefined)	0.2	.	-4	5	-5	0.1	1	0.6	0.2	12
CC1=C(C)C(=O)N(c2ccccn2)C1=O	-0.4	-2	7	-3	3	5.3	-1	0.2	-2.8	-10
COc1ccc2oc(C(=O)OCC(=O)/C(C#N)=C(\C)N)c(C)c2c1	-1.9	-5	-4	21	-21	5.9	9	3.0	3.9	31
C/C(=N\NC(=O)CSCc1ccc(Cl)cc1)c1ccc2c(c1)OCCO2	-1.3	-2	3	-5	5	1.0	-3	2.8	-0.8	13
CN(CC(=O)Nc1ccccc1Br)C(=O)CNC(=O)c1ccc(Oc2ccccc2)cc1	-2.8	-2	2	19	-19	2.1	0	3.5	-0.1	9
CCN(CC)c1ccc(C=Nc2ccc(N(C)C)cc2)c(O)c1	-1.5	-3	-4	11	-11	1.1	13	0.8	-2.5	29
CSc1nc2ccc(NC(=O)c3ccc(F)c(F)c3)cc2s1	-3.0	-1	-5	46	-46	0.6	51*	2.1	1.7	70
CCOc1ccc(/C=C2\SC(=S)N(C)C2=O)cc1OC	.	.	.	.	.	1.8	3	-1.8	1.4	.
Cc1ccc(CC(=O)Nc2ccc(Cl)cn2)cc1	-1.0	-2	0	-9	9	1.4	21	1.8	0.5	.
O=C(CCSc1ccc(Cl)cc1)c1cccs1	-1.1	-2	0	-18	18	-0.5	.	3.2	0.2	3
CCCn1c(N)c(C(=O)CSc2nnc(C3CC3)n2Cc2ccccc2)c(=O)n(C)c1=O	-1.1	-3	8	-10	10	3.4	-1	4.0	0.2	-5
O=C(Cn1nnc(-c2cccs2)n1)NCc1ccco1	0.0	-5	-9	-19	19	-2.2	-1	2.6	0.7	6
CN=C1CC(C)(C)CC(=O)/C1=C(/O)CCCN1C(=O)c2ccccc2C1=O	0.4	22	-6	-15	15	1.0	-2	0.9	0.8	-4
COc1cc(OC)c(OC)cc1/C=C/c1cc(C(F)(F)F)[nH]c(=O)n1	0.1	0	-3	11	-11	3.8	-1	3.2	-0.3	2
COc1ccc(-n2cc(CNCCCN3CCCC3=O)c(-c3ccccc3Cl)n2)cc1	-1.2	6	-7	14	-14	4.7	5	5.0	-1.3	2
CCN(C(=O)COC(=O)/C=C/c1ccc(C)o1)c1c(N)n(Cc2ccccc2)c(=O)[nH]c1=O	-1.8	-2	-4	-19	19	.	0	2.3	.	-4
Fc1ccc2c(c1)C1OCCCC1C(c1ccccc1)N2 (centres undefined)	2.2	-2	4	14	-14	0.0	1	1.0	0.1	-15
CC(C)(C)c1cc(NCCCn2ccnc2)n2ncc(-c3ccc(Cl)cc3)c2n1	-2.5	.	-4	38	-38	0.0	.	4.5	1.2	65
COCCNC(=O)C(c1ccc(O)cc1)N(C(=O)CCC(=O)Nc1nccs1)c1ccc(C)cc1 (centres undefined)	-0.1	.	2	3	-3	0.9	1	3.5	0.4	-4
O=C(NN1C(=O)C2C(C1=O)C1C=CC2C12CC2)c1cccc(Cl)c1 (centres undefined)	0.1	9	8	3	-3	-0.5	-1	3.2	0.8	-6
CCOc1ccc(-n2c(O)c(/C=N/NC(=O)C3COc4ccccc4O3)c3ccccc3c2=O)cc1 (centres undefined)	-0.9	-1	6	10	-10	3.8	.	4.0	-0.7	0
COc1ccc(C(=O)OCC(=O)Nc2ncc([N+](=O)[O-])s2)cc1OC	-0.4	-6	-5	21	-21	3.1	5	0.1	3.3	-1
COc1ccc(C(=O)c2sc(Nc3cccc(OC)c3)c(C(=O)Nc3cccc(C)c3C)c2N)cc1	0.2	1	0	19	-19	-2.5	.	4.2	-3.7	.
O=C(Cc1ccccc1)NNC(=O)C1CCN(c2ncccn2)CC1	0.5	.	2	-13	13	0.5	3	3.7	-0.9	-1
CCCC(=O)Nc1ccccc1NC(=O)CCC	0.1	0	-2	-26	26	1.1	-6	3.0	2.8	-22
CCC(=O)N1N=C(c2ccc(C)o2)CC1c1ccc(Br)cc1 (centres undefined)	-1.0	-2	4	17	-17	1.1	.	3.6	0.0	13
Cc1ccccc1-n1c(Cn2c(=O)sc3ccccc32)nnc1SCC(=O)N1CCCC1	-1.0	.	9	4	-4	2.3	-2	3.3	-0.3	.
O=C(/C=C/c1cccc([N+](=O)[O-])c1)NCCSc1ccccc1	-0.6	-4	-1	-1	1	0.8	.	0.5	2.6	2
The listing continues:
SMILES	CAL PDZ FP-1	CAL PDZ FP-2	Tat export inh	SR-BI HDL uptake	SR-BI DiI-HDL act	AddAB inh	Wnt bcat act	phage Ecoli inh	Ecoli viability	MITF act
COC(=O)[C@@]12CCCN1[C@H](c1ccc(-c3ccccc3)cc1)[C@H]1C(=O)N(C)C(=O)[C@H]12	-1.9	-2	-1	32	-32	1.5	-2	3.0	-1.4	3
CCCOc1ccc(NC(=O)c2cc3cc(C)ccc3[nH]2)cc1	.	-3	3	5	-5	1.8	10	-1.2	1.9	16
COc1ccc(C2=NOC(C)(c3nnc(-c4ccccc4)o3)C2)cc1 (centres undefined)	-7.0	0	2	-21	21	3.8	3	3.5	0.3	18
CC(C)NC(=O)C(=O)NCC(c1ccc2c(c1)OCO2)N1CCOCC1 (centres undefined)	-3.0	-5	3	5	-5	1.7	0	-3.5	-0.2	4
C=CCN1C(=O)C2(/C(=C(\O)c3ccc4c(c3)OCCO4)C(=O)C(=O)N2CCCOC)c2ccccc21 (centres undefined)	-2.4	0	-4	-44	44	0.2	-2	.	-0.2	-1
COc1ccc(C(=O)/C=C/c2ccc(N3CCCCC3)c([N+](=O)[O-])c2)c(OC)c1	-4.7	.	5	15	-15	1.5	.	1.6	2.6	-2
CN(C)CCCn1c(NCc2ccc3c(c2)OCO3)nc2ccccc21	0.0	.	17	-28	28	-0.5	.	1.8	-1.9	11
Cc1ccc(NC(=O)COc2ncnc3c(Cl)cc(Cl)cc23)cc1[N+](=O)[O-]	-1.3	2	0	-22	22	3.6	.	0.5	2.9	-4
O=C(c1c[nH]c(C(=O)C(Cl)(Cl)Cl)c1)c1ccccc1F	-0.3	-1	-7	-9	9	2.0	1	0.1	-1.0	-14
COC(=O)c1ccc(NC(=O)CSc2nnc(-c3ccccc3Br)n2-c2ccccc2)cc1	-0.3	6	2	2	-2	-0.3	-3	-1.5	0.8	.

The final three entries of the section before lead into the next:
SMILES	CAL PDZ FP-1	CAL PDZ FP-2	Tat export inh	SR-BI HDL uptake	SR-BI DiI-HDL act	AddAB inh	Wnt bcat act	phage Ecoli inh	Ecoli viability	MITF act
Cc1ccc(NC(=O)COc2ncnc3c(Cl)cc(Cl)cc23)cc1[N+](=O)[O-]	-1.3	2	0	-22	22	3.6	.	0.5	2.9	-4
O=C(c1c[nH]c(C(=O)C(Cl)(Cl)Cl)c1)c1ccccc1F	-0.3	-1	-7	-9	9	2.0	1	0.1	-1.0	-14
COC(=O)c1ccc(NC(=O)CSc2nnc(-c3ccccc3Br)n2-c2ccccc2)cc1	-0.3	6	2	2	-2	-0.3	-3	-1.5	0.8	.
Cc1ccc(S(=O)(=O)N2CCOCC2)cc1NC(=O)COC(=O)c1cccc(Cl)c1Cl	-0.4	-4	8	-5	5	.	-2	3.0	.	-11
O=C(O)CSC(=S)N1CCCCC1	0.3	0	-3	-3	3	-1.3	.	3.8	-1.3	-2
O=C(CSc1n[nH]c(=O)[nH]c1=O)N/N=C/C=C\c1ccccc1	-2.1	0	0	-3	3	4.1	-13	3.8	-1.7	9
COc1ccc(OC)c(S(=O)(=O)NCc2cn3c(C)csc3n2)c1	0.7	-1	4	-15	15	-3.7	1	1.0	0.0	10
